RGS4-Gao reg: modulates binding of RGS4 to human Galphao | AID 1415 | Multiplexed bead flow cytometry; actives lie on both sides | binding response (% of control), % at 10 µM | 220,000 compounds, 0.33% hits | P09471; in the data active = binding response below about 49% or above about 150%; inactive = in between;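 also: fluorescent Galphao activated with aluminum fluoride binding bead-coupled RGS4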
Target sequence (P09471 whole entry, looked up): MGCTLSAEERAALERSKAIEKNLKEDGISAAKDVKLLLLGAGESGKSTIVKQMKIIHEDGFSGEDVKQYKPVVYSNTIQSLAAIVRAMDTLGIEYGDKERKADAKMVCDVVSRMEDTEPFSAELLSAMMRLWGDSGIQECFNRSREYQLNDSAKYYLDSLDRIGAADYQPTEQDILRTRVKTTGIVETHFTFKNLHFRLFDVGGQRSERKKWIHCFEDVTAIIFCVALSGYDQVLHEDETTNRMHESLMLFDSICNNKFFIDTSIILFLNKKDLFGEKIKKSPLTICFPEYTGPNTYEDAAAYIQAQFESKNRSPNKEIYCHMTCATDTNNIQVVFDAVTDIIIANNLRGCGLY
ABCB1 block: inhibitors of human ABCB1 transporter, ABCG2 counter-screen. CCRF-Adr cells, JC-1 efflux, flow cytometry. 190,000 compounds, 0.067% hits. inhibition, % at 6.6 µM; in the data active = inhibition above about 40%;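 also: 0% = vehicle and 100% = reference inhibitor; higher value means more JC-1 retained so stronger ABCB1 efflux block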
Bcl-XL Bim block: human Bim-Bcl-XL interaction inhibition; Q07817; Bim peptide-Bcl-XL binding, bead flow cytometry, fluorescence; inhibition, % at 10 µM; 190,000 compounds, 0.04% hits
Bcl-2 Bim block: disrupts Bim peptide binding to human Bcl-2; P10415; Bead-based flow cytometry, Bim peptide-Bcl-2 binding; inhibition, % at 10 µM; 190,000 compounds, 0.06% hits; AID 950; in the data active = inhibition above about 40%; inconclusive = no clear call, values can overlap the other calls;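 also: 0% = no compound wells with probe peptide and 100% = reference peptide inhibitor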
Target sequence (P10415 whole entry, looked up): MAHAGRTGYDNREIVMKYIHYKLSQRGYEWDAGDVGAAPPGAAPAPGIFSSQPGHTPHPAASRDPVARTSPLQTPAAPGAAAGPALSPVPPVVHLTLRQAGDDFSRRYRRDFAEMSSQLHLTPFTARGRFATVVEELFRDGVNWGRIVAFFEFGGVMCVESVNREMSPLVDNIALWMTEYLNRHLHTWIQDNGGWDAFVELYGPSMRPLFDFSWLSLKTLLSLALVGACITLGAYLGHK
Bcl-B Bim block: disrupts Bim peptide binding to human Bcl-B; Q9HD36; 190,000 compounds, 0.073% hits; bead-based flow cytometry; inhibition, % at 10 µM;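 also: 0% = tracer peptide without compound and 100% = reference inhibitor peptide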
Target sequence (Q9HD36 whole entry, looked up): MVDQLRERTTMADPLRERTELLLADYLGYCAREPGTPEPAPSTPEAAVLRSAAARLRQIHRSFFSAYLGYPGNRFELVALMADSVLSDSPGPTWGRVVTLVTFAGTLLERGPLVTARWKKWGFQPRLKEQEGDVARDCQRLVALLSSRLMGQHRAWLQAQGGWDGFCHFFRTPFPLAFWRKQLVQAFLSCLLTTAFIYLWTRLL
Bim-Mcl-1: human Bim-Mcl-1 interaction inhibition. Q07820. Bead-based flow cytometry, Bim peptide-Mcl-1 binding. inhibition, % at 10 µM. 190,000 compounds, 0.1% hits. AID 1009;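 also: 0% = no compound tracer wells and 100% = peptide blocker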
Bim-Bcl-W: disrupts Bim peptide binding to human Bcl-W. bead-based flow cytometry. inhibition, % at 10 µM. 190,000 compounds, 0.02% hits. AID 952;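 also: 0% = bound tracer without compound and 100% = peptide blocker; higher means less fluorescent Bim peptide bound to Bcl-W beads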
Target sequence (Q92843 whole entry, looked up): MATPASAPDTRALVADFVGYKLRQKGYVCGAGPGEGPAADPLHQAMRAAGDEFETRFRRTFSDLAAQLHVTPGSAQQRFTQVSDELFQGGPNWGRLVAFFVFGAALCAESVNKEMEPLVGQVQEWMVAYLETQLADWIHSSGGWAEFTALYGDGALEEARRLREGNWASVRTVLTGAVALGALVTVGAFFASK
RGS8-Gao reg: regulators of human RGS8-Galphao interaction | 220,000 compounds, 0.34% hits | response (percent of control binding), % at 10 µM | multiplexed bead flow cytometry, RGS8-Galphao binding; actives lie on both sides; in the data active = response below about 60% or above about 140%; inactive = in between;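 also: Galphao activated as the GDP aluminium fluoride complex binding bead-coupled RGS8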
Bfl-1 Bim block: disrupts Bim binding to human Bfl-1; Q16548; Bead-based flow cytometry, Bim-Bfl-1 binding inhibition; inhibition, % at 10 µM; 190,000 compounds, 0.12% hits; AID 1008;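 also: 0% = wells without compound plus tracer and 100% = blocker peptide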
RGS7-Gao: human RGS7-Galphao interaction regulation; Multiplexed bead flow cytometry, RGS7-Galphao binding; actives lie on both sides; binding response (% of control), % at 10 µM; 220,000 compounds, 0.35% hits; AID 1439; in the data active = binding response below about 49% or above about 150%; inconclusive = no clear call, values can overlap the other calls; inactive = in between;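 also: fluorescent Galphao held in activated GDP-AlF4 state binding bead-coupled RGS7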
ABCG2 block: blocks JC-1 efflux by human ABCG2 transporter; Q9UNQ0; IgMXP3 cells, flow cytometry; inhibition, % at 6.6 µM; 190,000 compounds, 0.1% hits; AID 1325;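 active = inhibition above 80%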;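 also: 0% = DMSO and 100% = nicardipine control wells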
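Measure – % inhibition of efflux relative to nicardipine and DMSO · Test system – ABCG2 IgMXP3 and barcoded ABCB1 CCRF-Adr cell mix · Control set – nicardipine as high control, DMSO as low control · Compound – one concentration, 6.6 µM final · Signal – flow cytometry of retained JC-1 fluorescence · Timing – 10 min exposure at 25 °C with rotation, no wash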
* hit, by the source's call; u = inconclusive; x = not tested or not shown. Rule as the data show it, unless noted: active = inhibition above about 40%.

SMILES	RGS4-Gao reg	ABCB1 block	Bcl-XL Bim block	Bcl-2 Bim block	Bcl-B Bim block	Bim-Mcl-1	Bim-Bcl-W	RGS8-Gao reg	Bfl-1 Bim block	RGS7-Gao	ABCG2 block
COc1ccc2nc(C)cc(SCC(=O)N/N=C/c3ccc(O)c(O)c3)c2c1	104	-0.6	30	13	16	16	20	100	6	103	-1
C/C(CC(=O)NC1CCCC1)=N\NC(=O)c1ccc([N+](=O)[O-])c(Cl)c1	102	0.1	-7	-3	-5	-3	-5	102	-1	100	1
COc1ccc(-c2nc(CCNS(=O)(=O)c3ccc4c(c3)OCCO4)cs2)cc1	102	0.7	-2	-6	-7	-1	0	101	-8	101	4
COc1ccccc1C(=O)NC(=S)N1CCc2ccccc21	102	1.4	0	0	-8	0	0	102	-2	100	13
CC(C)(C)C1C/C(=C/c2ccccn2)C(=O)/C(=C/c2ccccn2)C1 (stereo not drawn)	101	0.7	-1	-2	-3	-1	-1	102	-2	98	3
O=C(C1CCN(S(=O)(=O)c2cccs2)CC1)N1CCN(Cc2ccccc2)CC1	100	-0.1	0	0	-1	-3	-5	103	7	101	-1
O=C(Nc1cccc(F)c1)C1CC(=O)N(c2ccc(Br)cc2)C1 (stereo not drawn)	122	0.6	7	-4	-4	-5	-6	111	0	120	5
CCOC(=O)c1cnc2ccc(OCC)cc2c1N1CCN(c2ccccc2)CC1	102	1.6	-6	-5	-9	-8	-2	100	-8	95	7
COc1ccc(N2C(=O)CC(N3CCOCC3)C2=O)cc1 (stereo not drawn)	101	0.1	-1	0	0	0	0	108	2	101	1
O=C(Nc1ccc2nc(-c3ccco3)[nH]c2c1)c1cccs1	101	0.3	8	-7	1	4	7	100	-7	100	19
O=C(Cn1cccc1)N1CCc2ccccc21	97	0.2	-2	-2	-4	0	0	98	-16	96	1
CN1CCN(C(=O)C2=C[C@@H](c3ccccc3)C[C@@H](OCc3ccc(CO)cc3)O2)CC1	97	0.6	-2	0	-3	0	-3	99	-4	95	3
CCOc1cc(C)c(C(C)C)cc1S(=O)(=O)n1cnc(C)c1	102	1.1	0	-4	-5	-1	0	102	-5	u	9
Cc1ccc(CCNC(=O)CNC(=S)N(Cc2ccccc2)Cc2cccnc2)cc1	102	1.6	-3	0	-6	0	-4	103	-2	104	3
COc1cccc(/C=C/C(=O)c2c(O)cc(C)oc2=O)c1O	97	0.1	-3	-2	-1	-2	0	98	-3	96	1
COc1cc(CNCCC2CCOC(C)(C)C2)ccc1O (stereo not drawn)	99	1.4	-12	-10	-9	-4	-3	100	-18	98	15
Cc1nc(N2N=C(c3ccc(Cl)cc3)CC2c2ccco2)sc1C(=O)N(C)C (stereo not drawn)	104	1.4	-3	1	-6	0	-1	100	0	102	7
Cc1ccc(N(CCC#N)C(=O)CCl)cc1C	95	x	16	12	9	8	9	80	16	92	x
c1ccc(OCCOc2ccccc2-c2nnco2)cc1	116	0.4	0	-2	-4	-2	1	111	0	111	3
COc1ccc(CC(=O)OCC(=O)NCc2ccccc2Cl)cc1	101	0.9	0	0	-2	0	0	100	-4	u	6
Cn1cc(CN2CCCC(C(=O)c3ccc(-c4ccccc4)cc3)C2)cn1 (stereo not drawn)	90	1.7	-2	0	-4	-1	-2	101	-6	96	1
COc1cc(C(=S)N2CCCC2)ccc1O	103	0.1	-5	-2	-8	-2	1	102	5	104	0
COc1ccc(NC(=O)Nc2cc(C)ccc2OC)cc1	95	0.1	-4	-10	-11	-4	0	96	-13	93	6
O=C(Oc1ccc(Nc2ncnc3ccccc23)cc1)c1cccnc1	103	0.2	-1	-6	-5	-2	-2	105	-9	99	1
CCOc1ccc(C(CC(=O)O)NC(=O)c2cccs2)cc1 (stereo not drawn)	106	0.7	-3	1	0	0	-3	103	-2	98	1
SMILES	RGS4-Gao reg	ABCB1 block	Bcl-XL Bim block	Bcl-2 Bim block	Bcl-B Bim block	Bim-Mcl-1	Bim-Bcl-W	RGS8-Gao reg	Bfl-1 Bim block	RGS7-Gao	ABCG2 block
CN(C(=O)COC(=O)CCc1nc2ccccc2c(=O)[nH]1)C1CCS(=O)(=O)C1 (stereo not drawn)	97	0.1	0	0	-4	0	0	102	-1	99	8
CC(N=Cc1ccccc1O)c1ccccc1 (stereo not drawn)	104	0.1	-5	-15	-7	-2	1	101	-19	104	5
CN(C(=O)CSc1nnc(Nc2ccccc2)s1)C1CCS(=O)(=O)C1 (stereo not drawn)	104	0.9	-1	-4	-4	1	0	102	-5	u	12
CCOC(=O)c1cc(CN2CCOCC2)oc1-c1ccccc1	95	-0.6	4	-9	-8	-8	1	98	-12	90	2
CCOc1ccc(CNC(=O)c2ccc(Sc3ccc(C)cc3)c(NC(C)=O)c2)cc1OC	102	1.2	-5	-10	-4	-2	0	103	-13	104	10
CC(C)c1ccc(C2CC(c3ccc(Br)cc3)=NN2C(N)=S)cc1 (stereo not drawn)	99	0.5	-3	-1	66*	-1	-3	101	-2	100	1
COCCn1c(SCC(=O)c2c[nH]c3ccccc23)nnc1-c1ccncc1	114	-0.6	-1	4	6	-4	0	98	3	115	-11
CCN(CC)c1ccc(C=Nc2ccc(C)cc2C)c(O)c1	93	0.3	2	0	2	3	3	100	-3	98	1
O=C(NC1CCCCC1)[C@H](O)[C@@H](O)C(=O)NC1CCCCC1	104	0.1	-7	5	0	-6	-5	104	7	102	0
Fc1ccc(/C=N/Nc2ccccn2)cc1	100	1.0	-2	0	-4	0	0	98	0	100	36
O=C(/C=C(\c1ccc(Cl)cc1)n1cncn1)c1ccc(Cl)cc1	97	0.1	-1	0	-2	-4	-5	96	-2	97	1
C=CCC1(CC=C)CCCN1C(=O)CC1C(=O)NCCN1Cc1ccccc1OC (stereo not drawn)	102	1.2	0	-4	-1	-1	0	105	-6	110	4
CCOC(=O)c1ccccc1NC(=O)c1ccc2nccnc2c1	98	-0.3	-8	2	-8	-1	-4	100	-1	96	0
Clc1ccc(N2CCN(c3cnc4ccccc4n3)CC2)cc1	100	0.9	0	3	1	0	-2	103	-1	101	7
O=C(N/N=C/c1ccco1)Nc1ccccc1	101	0.8	-4	-7	-5	-2	-2	102	-3	101	4
CC(Sc1ccc(Br)cc1)C(N)=O (stereo not drawn)	99	2.6	-2	-6	-6	0	0	102	-13	100	8
CCCCCCCCOC(=O)/C=C/c1c(C)[nH]c(=O)[nH]c1=O	102	0.1	-4	4	-3	-1	-2	104	0	102	2
CCSc1nc(=O)n(-c2ccccc2)c(C)c1C(C)=O	94	0.5	0	-6	-5	-2	1	97	-12	91	2
CC(C)C(NC(=O)COc1ccc2ccccc2c1)C(=O)N/N=C/C=C/c1ccccc1 (stereo not drawn)	100	0.0	-1	-3	-3	0	0	98	-1	101	1
CC(C)(C)NC(=O)C12CC3CC(CC(Cl)(C3)C1)C2	101	0.9	-6	-2	-9	-3	-4	100	-7	99	5
COCC(C)NC(=O)c1noc2c1CCc1cc(OC)ccc1-2 (stereo not drawn)	102	-1.0	-5	-5	-6	0	0	102	-12	102	-5
O=C(CN1CCCC1)Nc1ccc2c(c1)CCC2	94	0.3	-4	-3	-5	-1	-5	96	-5	u	4
CC(=O)c1ccc(NC(=O)CSc2nnc(Cn3cnc4ccccc43)o2)cc1	104	0.6	-7	-4	-1	-2	-3	103	-7	99	2
CCOc1cc(/C=C2/NC(=O)N(CC(=O)Nc3cccc(C)c3)C2=O)ccc1OCC(N)=O	101	-0.6	1	0	0	1	-1	102	-4	u	-4
COc1ccc(-c2cc(C(=O)O)[nH]n2)cc1OC	101	0.5	0	-2	-4	-2	-5	101	-2	101	2

Reprinted at random: 4 compounds from above, in no set order.
SMILES	RGS4-Gao reg	ABCB1 block	Bcl-XL Bim block	Bcl-2 Bim block	Bcl-B Bim block	Bim-Mcl-1	Bim-Bcl-W	RGS8-Gao reg	Bfl-1 Bim block	RGS7-Gao	ABCG2 block
CCCCCCCCOC(=O)/C=C/c1c(C)[nH]c(=O)[nH]c1=O	102	0.1	-4	4	-3	-1	-2	104	0	102	2
CC(C)(C)NC(=O)C12CC3CC(CC(Cl)(C3)C1)C2	101	0.9	-6	-2	-9	-3	-4	100	-7	99	5
COCC(C)NC(=O)c1noc2c1CCc1cc(OC)ccc1-2 (stereo not drawn)	102	-1.0	-5	-5	-6	0	0	102	-12	102	-5
CC(C)c1ccc(C2CC(c3ccc(Br)cc3)=NN2C(N)=S)cc1 (stereo not drawn)	99	0.5	-3	-1	66*	-1	-3	101	-2	100	1

Additional entries
SMILES	RGS4-Gao reg	ABCB1 block	Bcl-XL Bim block	Bcl-2 Bim block	Bcl-B Bim block	Bim-Mcl-1	Bim-Bcl-W	RGS8-Gao reg	Bfl-1 Bim block	RGS7-Gao	ABCG2 block
Cn1ncc(Br)c1C(=O)N1CCc2ccccc21	101	1.3	-6	-5	-7	-4	-7	92	-3	102	11
Cc1cc(NC(=O)CN2CCN(c3ccc(O)cc3)CC2)no1	100	0.0	-3	-2	-2	-2	-1	99	0	102	0
COCC(C)NC(=O)c1cc(OC)cc(OC)c1 (stereo not drawn)	96	0.0	4	1	-1	-3	3	98	7	u	1
Cc1cc(C)n(-c2cc(O)c(-n3nc(C)cc3C)cc2O)n1	115	0.0	0	-1	-1	0	-2	106	-4	109	2
CC1(C)Nc2ccccc2N(CC(=O)N2CCCCC2)C1=O	96	0.4	-1	0	1	0	0	95	-3	95	1
O=C(CSc1nc2ccccc2o1)Nc1ccccc1N1CCCCCC1	101	1.4	-3	-1	-1	-1	2	100	2	97	7
COc1ccccc1OCC(=O)Nc1cccc(C(=O)N2CCOCC2)c1	102	0.4	-3	-10	-6	0	0	95	-9	101	0
CCN(CC)S(=O)(=O)c1ccc2c(c1)[nH]c(=S)n2CC	96	0.0	-6	3	-31	-1	0	92	8	100	0
N/C(=N\OC(=O)/C=C/c1ccccc1)c1ccc(Br)cc1	102	-0.3	-7	0	-1	0	0	100	-2	101	1
O=C(Nc1ccccc1)c1ccccc1N=Cc1cccc(O)c1	105	0.5	0	0	0	0	0	104	-5	u	2
CC(NC(=O)OCc1ccccc1)C(=O)NCC1CCCO1 (stereo not drawn)	100	0.6	0	-2	0	-1	-1	102	-3	100	1
CCN(CC)S(=O)(=O)c1ccc(O)c(NC(=O)c2ccc(N3CCOCC3)c([N+](=O)[O-])c2)c1	100	-0.6	-4	0	-20	-7	-2	98	14	117	-1
Cc1ccsc1C(=O)OCC(=O)Nc1sccc1C(N)=O	101	0.9	0	-4	-1	0	0	101	-1	102	5
CCn1ncc(-c2csc(N)n2)c1C	103	-0.1	-1	-11	-8	-3	-5	102	-10	102	0
CCC(C)(C)NC(=O)C(c1cccn1C)N(Cc1ccccc1)C(=O)Cn1nnc2ccccc21 (stereo not drawn)	102	1.0	-3	0	-3	-3	-4	100	-3	102	2
O=S1(=O)C=CC(Nc2ccccc2)C1 (stereo not drawn)	104	0.1	-1	0	0	0	-1	101	-2	102	1
Cc1ccc2[nH]c(=O)cc(C(=O)OCC(=O)c3ccc(F)cc3)c2c1	98	-0.1	-2	-1	1	2	-1	101	-1	98	2
COC(=O)C1Cc2c([nH]c3ccccc23)CN1 (stereo not drawn)	103	1.2	0	-2	-2	2	0	102	-2	105	15
O=C(NCC1CCCO1)c1cccs1 (stereo not drawn)	103	0.6	-5	-6	-5	4	1	103	-11	103	2
Cc1cc(C)n(CC(=O)N/N=C/c2ccc([N+](=O)[O-])s2)n1	101	0.7	0	5	0	3	4	104	0	102	2
C=CCN1N=C(c2ccc(Cl)s2)CSC1=O	115	0.8	-1	-1	-4	-6	-5	114	-5	107	7
